# tim23-1 inh = growth inhibitors of tim23-1 mutant yeast. S. cerevisiae tim23-1 growth, BacTiter-Glo luminescence, 24 h. actives 1.3% (n = 330,000). inhibition, % at 20 µM. AID 463212;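 active = growth inhibition of the mutant yeast at or above 50%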;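 also: temperature-sensitive mutant grown at 25 °C; plate controls were DMSO-treated mutant yeast for no effect and medium wells lacking yeast for full effect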
# CCR6 antag = blocks CCL20-driven beta-arrestin recruitment at human CCR6; CHO-K1 CCR6 PathHunter beta-arrestin, luminescence, CCL20-stimulated; inhibition, % at 20 µM; actives 0.49% (n = 340,000);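 active = compounds whose inhibition of the agonist-driven luminescence signal at 20 µM reaches about 50%, limit read from the data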;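 also: cells stimulated with CCL20 at 14 nM final; plate controls were DMSO with CCL20 for no effect and DMSO without agonist for full effect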
# CXCR6 inh = inhibitors of human CXCR6 receptor; inhibition, % at 20 µM; actives 0.36% (n = 360,000); O00574; CHO-K1 PathHunter CXCR6 beta-arrestin, luminescence; in the data active = inhibition above about 34%, passing the limit was not always enough;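 also: antagonist mode with CXCL16 agonist at 10 nM final; 0% = 10 nM CXCL16 with DMSO and 100% = unstimulated wells without agonist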
# EBI2 antag = antagonists of human EBI2 receptor | P32249 | inhibition, % at 5 µM | EBI2 beta-arrestin recruitment, luminescence, 7a,25-OHC stimulated | actives 0.81% (n = 360,000); in the data active = inhibition above about 38%;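 also: enzyme fragment complementation signal reports receptor beta-arrestin coupling in cells; 0% = agonist plus DMSO wells and 100% = wells without agonist; some results beyond the cut were filed as inactive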
# APJ antag = APJ receptor antagonism | actives 0.32% (n = 330,000) | P35414 | AID 2521 | CHO-K1 APJ beta-arrestin complementation, luminescence | inhibition, % at 20 µM;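 active = inhibition above about 40% at 20 µM, limit read from the data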;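 also: cells challenged with 10 nM apelin-13 agonist together with compound; plate controls were apelin-13 plus DMSO wells for no effect and DMSO wells lacking apelin-13 for full effect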
# APJ agonist = APJ receptor agonism; activation, % at 20 µM; P35414; CHO-K1 APJ PathHunter beta-arrestin, luminescence; 0% DMSO wells, 100% apelin; actives 0.11% (n = 330,000); AID 2520;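 active = activation more than six SD over the plate average, tested at 20 µM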;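 also: 0% = DMSO alone and 100% = apelin-13 at 10 nM; some results filed as inactive read as strong as hits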
#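 Material: engineered CHO-K1 APJ arrestin reporter cells; amount: 1000 CHO-K1 reporter cells seeded per well; incubation: compound stimulation 90 min at 25 °C, detection 60 min; signal: luminescent beta-gal fragment complementation, chemiluminescent substrate; read-out basis: APJ agonist activity; controls: DMSO-only wells as negative, 10 nM Apelin-13 as positive control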
# UPR CHOP act = activators of apoptotic arm of unfolded protein response (CHOP); CHO-CHOP luciferase reporter, UPR activation, luminescence; percent of tunicamycin response over DMSO baseline; activation, % at 10 µM; actives 0.34% (n = 330,000); AID 449763;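 active = at 10 µM dose, activation of 40% or more, normalized to positive control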;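 also: 100% = tunicamycin at 10 µg/mL and 0% = DMSO alone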
#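 Evaluation: % reporter activation, DMSO baseline versus tunicamycin full activation; System: CHO-CHOP luciferase reporter cell line; Input: 500 cells/well; Incubation: 6 h compound treatment, 37 °C; Measured by: Steady-Glo luciferase luminescence; Dosing: one dose, 10 µM in 0.5% DMSO; Buffer or medium: F12 medium, 10% FBS; Benchmarks: positive tunicamycin 10 µg/mL, negative DMSO alone.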
# Mdm2 MdmX PPI = inhibitors of human Mdm2/MdmX interaction. O15151+Q00987. SaOS-2 split-luciferase Mdm2/MdmX complementation, luminescence. inhibition, % at 8 µM. actives 3% (n = 330,000). AID 485346;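 active = inhibition of at least 50% at 8 µM in the primary screen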
# Target sequence (O15151 whole entry, looked up): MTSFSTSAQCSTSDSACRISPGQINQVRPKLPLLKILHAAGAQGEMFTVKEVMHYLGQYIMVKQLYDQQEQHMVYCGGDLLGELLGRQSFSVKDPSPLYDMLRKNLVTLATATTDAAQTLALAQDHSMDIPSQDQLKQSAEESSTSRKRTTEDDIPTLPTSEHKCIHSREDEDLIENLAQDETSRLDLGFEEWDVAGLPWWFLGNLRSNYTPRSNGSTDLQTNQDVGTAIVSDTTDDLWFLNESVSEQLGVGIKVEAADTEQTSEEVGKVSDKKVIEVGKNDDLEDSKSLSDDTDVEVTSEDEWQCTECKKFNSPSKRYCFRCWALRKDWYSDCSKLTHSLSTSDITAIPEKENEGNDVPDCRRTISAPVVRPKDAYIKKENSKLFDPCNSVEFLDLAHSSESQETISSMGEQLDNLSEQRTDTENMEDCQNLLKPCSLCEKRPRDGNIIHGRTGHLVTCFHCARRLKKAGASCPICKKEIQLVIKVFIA
# Target sequence (Q00987 whole entry, looked up): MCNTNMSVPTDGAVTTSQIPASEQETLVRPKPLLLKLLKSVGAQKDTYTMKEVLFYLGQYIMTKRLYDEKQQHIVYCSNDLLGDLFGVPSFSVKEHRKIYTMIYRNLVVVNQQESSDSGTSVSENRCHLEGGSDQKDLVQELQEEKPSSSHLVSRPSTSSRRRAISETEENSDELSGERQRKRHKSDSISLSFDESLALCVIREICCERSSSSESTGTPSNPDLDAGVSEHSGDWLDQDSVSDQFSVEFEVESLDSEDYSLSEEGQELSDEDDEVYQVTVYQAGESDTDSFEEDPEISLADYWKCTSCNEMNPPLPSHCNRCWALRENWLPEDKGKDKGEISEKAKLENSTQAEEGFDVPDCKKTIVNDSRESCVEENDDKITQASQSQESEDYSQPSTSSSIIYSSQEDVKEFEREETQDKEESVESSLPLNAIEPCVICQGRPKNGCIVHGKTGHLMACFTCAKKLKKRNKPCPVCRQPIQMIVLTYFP
# XBP1 UPR activ = activators of adaptive arm of unfolded protein response (XBP1); actives 0.33% (n = 330,000); activation, % at 20 µM; CHO-XBP1 luciferase reporter, IRE1-XBP1 UPR activation, luminescence; percent of tunicamycin response, DMSO as zero;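 active = versus positive control, 20 µM dose yields 30% or more activation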;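 also: 100% = tunicamycin at 10 µg/mL and 0% = DMSO only wells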
#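 Material – CHO cell line with stable XBP1 luciferase reporter · Buffer or medium – F12 plus 10% FBS · Compound – single point, 20 µM final compound, 1% DMSO · Schedule – 16-18 h cell attachment at 37 °C, then 6 h compound exposure · Signal – Steady-Glo luminescence read · Benchmarks – high control tunicamycin 10 µg/mL final, low control DMSO vehicle only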
# * = called active by the depositor. A portion of the library (hit frequency here may not be typical).
SMILES,tim23-1 inh,CCR6 antag,CXCR6 inh,EBI2 antag,APJ antag,APJ agonist,UPR CHOP act,Mdm2 MdmX PPI,XBP1 UPR activ
COc1ccc(CC(=O)NCc2nn(-c3ccccc3)nc2C)cc1OC,20,-10,-5,-5,3,3,0.0,-11,-1
CCOC(=O)N1CCC2(CC1)C(C#N)=C(N)OC1=C2C(=O)CC(C)(C)C1,10,-29,2,-24,5,-1,0.3,14,0
Nc1nc(-c2cccnc2)nn1C(=O)CCc1ccccc1,18,2,9,-2,-2,-1,-1.3,-2,1
Cc1c(Cl)cccc1NC(=O)CS(=O)(=O)c1ccccc1,-1,3,7,-15,3,0,0.8,12,-5
COc1ccc(N(C(C)=O)C2C=CS(=O)(=O)C2)c(OC)c1 (stereo unspecified),3,7,-8,-16,19,-5,-1.1,8,-4
Cc1cc(NS(=O)(=O)c2ccc(NC(=O)c3ccc([N+](=O)[O-])s3)cc2)nc(C)n1,5,2,-8,-31,6,8,-1.7,12,0
COc1ccc(C(=O)NC(C)c2cnn(-c3ccccn3)c2C)o1 (stereo unspecified),5,-3,-3,-9,-5,2,27,23,-2
CCOc1cc(N2CCOCC2)c(OCC)cc1NC(=O)c1cc(C)cc(C)c1,18,15,-6,13,-5,-1,0.6,32,1
Cc1ccc(C)c(NC(=O)CN(C)C(=O)c2cccc(Oc3ccccc3)c2)c1,4,-4,-5,4,-13,0,-2.3,21,-5
COc1ccc(OC)c2sc(NC(=O)C3COc4ccccc4O3)nc12 (stereo unspecified),26,12,2,7,11,0,0.4,17,-3
COc1ccccc1NC(=O)N1CCCC1C(=O)NCc1ccccc1 (stereo unspecified),13,-7,5,-1,11,-5,-1.5,-38,-1
COC(=O)CNc1c(-c2ccccn2)nc2ccc(Br)cn12,10,-1,7,3,-10,7,2.7,-153,-1
CCNC(=S)Nc1cc(C(=O)N2CCCC2)ccc1N1CCCC1,-4,-9,5,6,16,-3,0.0,13,-1
O=C(CN(c1cccc(C(F)(F)F)c1)S(=O)(=O)c1ccc(Cl)c([N+](=O)[O-])c1)NCc1ccccc1,-9,-15,-8,-6,-32,5,24,82*,1
CN(CCc1ccccc1)C(=O)c1cccc(NC(=O)Cc2cccc([N+](=O)[O-])c2)c1,12,15,-8,4,9,-4,0.9,15,-3
COCCN1CCN(C(=O)C2CCC(=O)N(Cc3ccccc3F)C2)CC1 (stereo unspecified),1,-4,6,3,17,-1,-1.0,-7,-2
COc1ccc(NC(=O)CSc2nc3ccccc3nc2N2CCOCC2)cc1,22,7,8,9,2,2,2.5,5,-1
O=C(NCCCN1CCN(c2ccc(F)cc2)CC1)NC12CC3CC(CC(C3)C1)C2,7,10,2,2,7,-3,0.9,46,-3
Nc1nc(SCC(=O)NCC2CCCO2)[nH]c(=O)c1NC(=O)c1ccc(F)c(F)c1 (stereo unspecified),-2,10,0,3,4,1,-1.5,11,-1
O=C(C[n+]1cc(Br)cc2ccccc21)c1ccc(Cl)cc1,33,7,9,16,9,-3,-1.5,13,-3
Cc1cccc(-c2noc(CNC(=O)c3ccco3)n2)c1,5,-5,-3,-5,19,-3,1.7,20,-3
Cc1ccccc1-n1nnnc1SCC(=O)c1c(N)n(C2CC2)c(=O)[nH]c1=O,2,8,1,-7,5,-3,-0.7,23,2
COCC1CCN(Cc2c(C(=O)N3CCN(C4CCCCC4)CC3)nc3ccccn23)C1 (stereo unspecified),1,-4,6,-7,-1,-1,1.0,-9,-7
O=C1C=C(c2ccc3ncccc3c2)C[C@@H](c2ccc(Cl)cc2)C1,52*,20,10,87*,-1,-6,0.1,54*,0
COc1ccc(-n2cc(C(=O)c3ccc4ccccc4c3O)cn2)cc1,19,-2,4,-1,-18,0,-0.6,25,-2

# Entries listed so far with bromine (2):
SMILES,tim23-1 inh,CCR6 antag,CXCR6 inh,EBI2 antag,APJ antag,APJ agonist,UPR CHOP act,Mdm2 MdmX PPI,XBP1 UPR activ
COC(=O)CNc1c(-c2ccccn2)nc2ccc(Br)cn12,10,-1,7,3,-10,7,2.7,-153,-1
O=C(C[n+]1cc(Br)cc2ccccc21)c1ccc(Cl)cc1,33,7,9,16,9,-3,-1.5,13,-3

# Additional results follow.
SMILES,tim23-1 inh,CCR6 antag,CXCR6 inh,EBI2 antag,APJ antag,APJ agonist,UPR CHOP act,Mdm2 MdmX PPI,XBP1 UPR activ
O=C(COn1nnc2ccc(S(=O)(=O)N3CCOCC3)cc21)Nc1c(F)c(F)c(F)c(F)c1F,-3,8,-8,-2,15,0,0.2,-3,0
CC(=O)c1ccccc1C(=O)N1CCCC(CNC(=O)c2ccccc2Cl)C1 (stereo unspecified),-9,9,-2,-4,17,-2,2.6,-7,-2
O=P(COCCO)(c1ccccc1)c1ccccc1,-3,-14,1,3,-2,3,1.9,19,-2
CC(OC(=O)c1ccc(-c2ccc([N+](=O)[O-])cc2)o1)C(=O)NC(N)=O (stereo unspecified),0,0,-6,-17,-19,-3,-0.1,-3,2
O=C(CN1CCCCCC1)Nc1c(Cl)cc(Cl)cc1Cl,9,7,8,-4,21,-3,6.4,-9,2
COc1ccc(CCNC(=O)c2cnn3cccnc23)cc1OC,-1,5,0,-4,-16,-2,0.6,4,-1
CC1CC(C)CN(C(=O)CSCC(=O)Nc2nc(-c3cccs3)cs2)C1 (stereo unspecified),23,9,-7,4,2,3,2.6,-20,2
O=C(NC(=S)Nc1cccc(O)c1)c1ccco1,8,6,10,-1,24,-3,6.9,-20,4
COC1CCN(Cc2c(C(=O)N3C[C@@H](C)O[C@@H](C)C3)nc3ccc(Cl)cn23)CC1,0,1,2,-1,15,3,-0.9,6,-3
O=C(COc1ccc2c3c(c(=O)oc2c1)CCC3)NC(Cc1ccc(Cl)cc1)C(=O)O (stereo unspecified),13,2,7,10,-40,-5,0.8,27,-1
O=C(Cc1ccccc1[N+](=O)[O-])NCc1ccc(Cl)cc1,-12,4,-1,-4,14,0,4.0,-62,0
Cc1oc(-c2ccc(Cl)cc2)nc1CS(=O)CC(=O)NCc1ccc2c(c1)OCO2 (stereo unspecified),10,5,0,-6,-5,0,1.9,18,0
Cc1ccc(NC(=S)NNC(=O)c2c(Cl)c(C)nn2C)cc1,13,16,10,1,23,-4,0.4,7,0
Cc1cc(C)c(O)c(NC(=S)NC(=O)Cc2ccccc2)c1,46,33,19,8,17,-6,1.1,-8,-5
C=CCNC(=O)C(C#N)c1nc2ccccc2nc1N1CCN(Cc2ccccc2)CC1 (stereo unspecified),-2,34,7,14,16,-6,-0.6,29,-3
Cc1sc2ncnc(Oc3ccc(-n4ccnc4)cc3)c2c1C,46,4,12,-3,-14,-1,2.4,14,-3
CCN(C(=O)CSc1nc2ccccc2c(=O)n1-c1ccccc1F)C1CCS(=O)(=O)C1 (stereo unspecified),12,11,-2,6,-5,-3,0.3,16,-2
COc1ccc(N/C(N)=N/c2nc(C)cc(C)n2)c(OC)c1,-3,0,-6,8,-2,0,-0.9,-22,-4
O=C(Nc1ccc(S(=O)(=O)Nc2ncccn2)cc1)c1ccccc1NS(=O)(=O)c1ccc(F)cc1,7,8,1,-5,2,-2,-0.7,-9,0
COc1ccc(Br)c(C(=O)NC(C)(C)CO)c1,7,-1,2,6,2,2,-1.6,5,-3
COc1ccc2nc3cc(Cl)ccc3c(Nc3cc(C(C)C)c(O)cc3C)c2c1,41,8,11,15,-33,0,3.6,94*,4
Cc1cc(-n2c(C)cc(C(=O)CSc3nc4ccccc4c(=O)n3Cc3ccco3)c2C)no1,12,20,4,38,4,0,0.1,16,-4
Cc1ccc(C(=O)N/N=C\c2ccc3c(c2)OCO3)cn1,0,5,2,-3,-4,1,1.4,22,0
COc1ccc(-c2noc(Cc3ccc(Cl)cc3)n2)cc1OC,19,12,-6,0,-15,1,0.5,-17,3
COc1ccc(NC(=O)c2cc(S(=O)(=O)N3CCCC3)cn2C)cc1Cl,5,-9,-4,7,2,10,0.6,38,-4
SMILES,tim23-1 inh,CCR6 antag,CXCR6 inh,EBI2 antag,APJ antag,APJ agonist,UPR CHOP act,Mdm2 MdmX PPI,XBP1 UPR activ
CCCCN(C(=O)CCC(=O)Nc1cc(C)on1)C(C(=O)NC(C)(C)C)c1ccccc1Cl (stereo unspecified),15,7,-13,1,-18,2,-0.3,-27,-1
CC1CCCCC1NC(=O)c1ccc(CSc2nc3ccncc3[nH]2)cc1 (stereo unspecified),9,-9,6,3,-1,-1,0.6,16,-3
O=C(C1=C(O)C(=O)N(c2nccs2)C1c1ccccc1)c1cc2ccccc2o1 (stereo unspecified),-3,13,2,-3,-16,-5,9.8,-17,0
N#CCSc1nc2ccc(N3CCOCC3)cc2c(=O)n1CCc1ccccc1,33,14,10,33,-10,-2,-2.5,-5,4
CCCOc1ccc(N2CC(C(=O)Nc3ccc4c(c3)OCO4)CC2=O)cc1 (stereo unspecified),25,-5,-2,-8,13,-2,-2.2,4,0
CCC(=O)NC(=S)Nc1ccc(S(=O)(=O)NC(C)=O)cc1,18,0,12,8,10,-6,-1.8,-15,-2
Cc1[nH]nc(Nc2ccc(Br)cc2)c1[N+](=O)[O-],3,20,8,4,14,0,2.8,-134,-1
CC(OC(=O)C1=Cc2ccccc2OC1)C(=O)NC(C)(C)C (stereo unspecified),-10,7,1,7,9,-2,0.6,7,0
Cc1ccc(C(=O)/C=C/Nc2ccccn2)cc1,30,10,3,6,-4,-4,-11,55*,-14
COc1ccc(CCn2c(N)c(C#N)c3nc4ccccc4nc32)cc1OC,9,27,11,5,-9,-3,-2.2,8,2
CCCCOC(=O)CSC1=C(C#N)C(c2ccccc2OC)C(C#N)C(=O)N1 (stereo unspecified),15,-3,9,-2,8,-5,0.4,16,0
CC(C)OC(=O)CSc1nc2cc3c(cc2cc1C#N)OCO3,-9,-2,4,-25,3,6,1.1,-113,1
CCO[C@H]1OC(C(=O)NCc2ccccc2)=C[C@@H](c2ccc3c(c2)OCO3)[C@@H]1CCCO,27,-3,-2,-1,-1,1,-1.1,2,-1
O=c1[nH]ncc2c3ccccc3n(Cc3ccccc3F)c12,-10,12,6,18,12,1,-1.3,-1,-2
N#C/C(=C\c1ccccc1)C(=O)Nc1ccccn1,53*,5,3,-2,5,-3,11,-26,0
O=C(CNC(=O)c1sc2ccccc2c1Cl)NCc1ccccc1,4,0,0,-3,-9,-4,0.5,17,-3
O=C(NCc1cccnc1)c1ccccc1NS(=O)(=O)c1ccc(F)cc1F,10,2,2,-3,-2,-3,0.6,25,-2
O=C(COc1coc(CN2CCN(c3ccccc3)CC2)cc1=O)NC1CCCC1,-7,0,-4,-2,6,7,2.6,8,-2
COc1cccc(C(=O)NCCS(=O)(=O)NCCCc2ccccc2)c1,3,11,0,-1,5,1,0.2,13,-5
O=C(CN1CCOCC1)Nc1c2c(nc3ccccc13)N(Cc1ccccc1)CC2,14,-5,-4,-11,-11,-3,-1.5,17,0

# High-throughput results: PubChem BioAssay, Sanford-Burnham Center for Chemical Genomics
